Screens (PubChem BioAssay)
G9a block = inhibitors of human histone lysine methyltransferase G9a; AID 504332; Potency, µM (top dose mostly 102 µM), inactives show at the top dose activity, negative = inhibition, usual class: inhibitors; Q96KQ7; G9a H3K9 monomethylation, AlphaScreen, 2 h; actives 8.8% (n = 350,000); note: % is set by controls: 0 for no effect and ±100 for the full control effect; nearly all actives have a fitted effect of over 75% in size
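G9a (20 nM) preincubated 15 min RT with compounds, then 500 nM biotinylated H3K9 peptide and 20 uM SAM added; 2 h RT reaction. Monomethyl-H3K9 product detected by AlphaScreen with anti-H3K9me1 antibody, streptavidin donor and anti-rabbit IgG acceptor beads.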
JMJD2A Tudor inh = blocks the human JMJD2A Tudor domain | AlphaScreen JMJD2A-Tudor / H3K4me3 peptide binding | actives 4.4% (n = 390,000) | Potency, µM (series often up to 114 µM), without a hit: at the top dose activity change, negative = inhibition, hits mostly inhibitors; note: % is set by controls: 0 for no effect and ±100 for the full control effect; nearly all actives have a fitted effect of over 50% in size
Target sequence (O75164 whole entry, looked up, the tested form may be a part): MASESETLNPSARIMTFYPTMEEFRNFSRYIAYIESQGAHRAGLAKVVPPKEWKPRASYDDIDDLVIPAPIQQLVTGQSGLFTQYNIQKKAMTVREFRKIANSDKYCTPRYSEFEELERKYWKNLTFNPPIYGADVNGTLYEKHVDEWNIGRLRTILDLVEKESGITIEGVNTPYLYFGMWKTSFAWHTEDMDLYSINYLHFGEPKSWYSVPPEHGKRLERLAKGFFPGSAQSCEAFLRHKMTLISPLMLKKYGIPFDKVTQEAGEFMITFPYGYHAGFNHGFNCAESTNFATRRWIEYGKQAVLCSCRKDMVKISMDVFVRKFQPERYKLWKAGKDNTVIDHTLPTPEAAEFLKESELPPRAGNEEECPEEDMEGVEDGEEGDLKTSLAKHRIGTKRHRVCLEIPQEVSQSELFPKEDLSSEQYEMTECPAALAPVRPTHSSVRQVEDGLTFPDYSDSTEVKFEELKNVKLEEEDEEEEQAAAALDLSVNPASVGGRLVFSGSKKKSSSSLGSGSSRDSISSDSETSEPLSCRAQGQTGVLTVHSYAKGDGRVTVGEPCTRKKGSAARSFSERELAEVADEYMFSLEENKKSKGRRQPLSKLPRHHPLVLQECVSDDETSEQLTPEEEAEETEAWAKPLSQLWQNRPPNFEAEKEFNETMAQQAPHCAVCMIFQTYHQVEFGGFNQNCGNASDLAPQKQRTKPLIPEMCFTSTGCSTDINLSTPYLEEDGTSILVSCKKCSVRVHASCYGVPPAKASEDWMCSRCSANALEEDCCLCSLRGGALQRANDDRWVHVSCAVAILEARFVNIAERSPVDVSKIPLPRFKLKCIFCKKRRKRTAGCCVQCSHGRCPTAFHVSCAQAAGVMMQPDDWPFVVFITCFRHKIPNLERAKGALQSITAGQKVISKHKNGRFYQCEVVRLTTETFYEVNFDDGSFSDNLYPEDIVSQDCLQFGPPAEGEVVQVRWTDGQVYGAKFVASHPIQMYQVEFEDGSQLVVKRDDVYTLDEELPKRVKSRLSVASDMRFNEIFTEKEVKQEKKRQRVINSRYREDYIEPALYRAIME
Pin1 inh = blocks the human prolyl isomerase Pin1; Pin1 FP peptide displacement, HiFluor488, 10 min; AID 504891; actives 0.009% (n = 390,000); Q13526; Potency, µM (doses to about 115 µM), inactives show at the top dose activity, negative = inhibition, hits mostly inhibitors; active = well fitted inhibition curve with a large enough effect in the polarisation, with a control signal flat, not every such curve was filed as active; inconclusive = small, poorly fitted or top-dose-only effect, or effect the other way, or a change in a side signal; inactive = no such curve, though single readings can be large or run the other way; the % refers to the polarisation; note: % is set by controls: 0 for no effect and ±100 for the full control effect
Pol iota inh = blocks human DNA polymerase iota activity; Q9UNA4; Pol iota fluorescent replication assay, 10 min; Potency, µM (series often up to 115 µM), for the others: at the top dose activity, negative = inhibition, most hits filed as inhibitors; actives 1% (n = 390,000); AID 588590
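Pol iota at 10 nM preincubated 15 min with compounds at room temperature; reaction started with fluorescent substrate, 50 nM final. Fluorescence read kinetically at 0 and 10 min; buffer-only wells as negative control.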
PGK inhibitor = T. brucei PGK inhibition. Potency, µM (top dose mostly 57.5 µM), inactives show at the top dose activity change, negative = inhibition, usual class: inhibitors. P07378. actives 0.043% (n = 380,000). PGK/GAPDH coupled, Kinase-Glo luminescence, 60 min. AID 602233; note: % is set by controls: 0 for no effect and ±100 for the full control effect; nearly all actives have a fitted effect of over 60% in size
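Recombinant glycosomal PGK reaction used 1,3-bisphosphoglycerate generated in-well by GAPDH (100nM final) in 100mM TEA pH 7.6, 5mM MgCl2, 0.01% Tween-20. After 60 minutes at room temperature, ATP was read by Kinase-Glo Plus luminescence end-point.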
HP1b chromo inh = blocks HP1-beta chromodomain binding to methylated histone tails. P83916. AlphaScreen HP1-beta / biotin-H3K9me3 peptide binding. Potency, µM (top dose mostly 114 µM), inactives show at the highest dose activity change, negative = inhibition, usual class: inhibitors. actives 0.56% (n = 390,000). AID 540317; note: nearly all actives have a fitted effect of over 70% in size; inactives centre near 23
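Compound inhibition of the preformed complex between 50 nM HP1-beta and 50 nM biotinylated H3K9me3 peptide was read by AlphaScreen. Buffer was PBS pH 7.4 with 0.01% Tween-20. Incubations ran 30 min at room temperature, with 10 ug/mL donor/acceptor beads.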
GLS inh = blocks human kidney-isoform glutaminase activity | O94925 | GLS enzymatic activity, qHTS titration | Potency, µM (series often up to 45.5 µM), inactives show at the top dose activity change, negative = inhibition, hits mostly inhibitors | actives 0.21% (n = 410,000) | AID 624170; note: % is set by controls: 0 for no effect and ±100 for the full control effect
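Compounds were pin-transferred onto hKGA, after which L-glutamine (1 mM solution) and a detection mix of glutamate oxidase, HRP and Amplex Red were added. Initial and 30 min RT fluorescence reads were collected.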
BLM helicase inh = Bloom syndrome helicase (human) inhibition. P54132. Potency, µM (doses to about 56.1 µM), without a hit: at the highest dose activity change, negative = inhibition, usual class: inhibitors. recombinant BLM DNA unwinding, fluorescence dequenching. AID 2528. actives 0.2% (n = 350,000);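 note: plate controls were vehicle for no effect and no enzyme for full effect; nearly all actives have a fitted effect of over 35% in size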
BAZ2B block = blocks human BAZ2B. Potency, µM (titrated, usually from 114 µM), inactives show top-dose activity change, negative = inhibition, usual class: inhibitors. AID 504333. actives 4.4% (n = 360,000). AlphaScreen BAZ2B-H3K14Ac peptide displacement; note: % is set by controls: 0 for no effect and ±100 for the full control effect; nearly all actives have a fitted effect of over 60% in size
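BAZ2B 50 nM plus b-H3(5-23)K14Ac 50 nM, PBS pH 7.4/0.01% Tween-20, 30 min RT; compound added (max 110 uM), 30 min RT; streptavidin donor/Ni-chelate acceptor beads 10 ug/mL final, 20 min dark; AlphaScreen read.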
Active calls of the source: *; i = inactive; ? = inconclusive; · = not tested or not shown; & = joins results of further samples; [ ] = another dose, or the depositor's remark. Unless noted, calls come from the whole dose curve; as a rule, active = well fitted curve in the direction sought with a large enough effect; inconclusive = small, poorly fitted or top-dose-only effect, or another doubt; inactive = no such curve, though single readings can be large; an effect the other way counts as inactive or inconclusive. Potency is the fitted concentration of half-maximal effect.

G9a block	JMJD2A Tudor inh	Pin1 inh	Pol iota inh	PGK inhibitor	HP1b chromo inh	GLS inh	BLM helicase inh	BAZ2B block	SMILES
20µM*	56µM*	-7%	40%[activator]	-5%	23%	-1%	-1%	50µM*	CN1CCO/C1=C(\C(Cl)=C(Cl)Cl)[N+](=O)[O-]
14%	-17%	-3%	21%	2%	-11%	14%	-5%	2%	CC1(c2ccc(OC(F)F)cc2)NC(=O)N(CC(=O)Nc2ccc(F)cc2)C1=O (stereo unspecified)
-6%[59 µM]	-18%	17%	-9%	4%	19%	14%	-11%	-19%	O=C1CN(C(=O)c2c(F)cccc2Cl)C(c2ccc(F)cc2)c2cc(Br)ccc2N1 (stereo unspecified)
7%[59 µM]	1%	-6%	12%	-4%	22%[57 µM]	2%	-1%	1%	COc1cccc(N2CCN(C(=O)c3cc4cc5cc(C)ccc5nc4s3)CC2)c1
20%	-16%	-5%	85%[activator]	i	46%[activator]	7%	0%	-17%	Cc1ccccc1-n1c(=S)[nH]c2nc3c(cc2c1=O)CCCC3
7%	-6%	-6%	8%&-1%	-4%	10%	13%	-3%	-3%	O=S1(=O)[C@H]2C[C@@H]3C=C[C@@]2(CN1Cc1cccc(F)c1)O3
·	-6%	-3%	10%	0%	32%	4%	·	·	Nc1ncnc(Nc2ccccc2Oc2ccccc2)n1
?	?	95%[activator]	?	-14%	-5%	0%	-27%	?	COc1ccc(-c2ccc(/C=C3/C(=N)N4C=CSC4=NC3=O)o2)c([N+](=O)[O-])c1
·	-3%	23%	-2%	-5%	28%	-8%	0%	-10%	O=C(NCCCc1ccccc1)c1cc([N+](=O)[O-])ccc1Cl
·	-8%	2%	-12%[58.9 µM]	-5%	31%	?	-1%	-7%	COc1ccc(C(=O)NN2C(=S)N(c3ccc(OC)cc3)C(=O)C2CC(N)=O)cc1 (stereo unspecified)
1%[59 µM]	-10%	5%	8%	4%	9%	-2%	-1%	4%	COc1ccc(NC(=O)CN2CCC(n3c(C)nc4cc(F)ccc43)CC2)c(OC)c1
-10%	-10%	2%	8%	-10%	30%	20%	-4%	0%	Cc1c(O)ccc2c(CC(=O)N[C@@H](Cc3c[nH]c4ccccc34)C(=O)O)cc(=O)oc12
-11%[2.33 µM]	-6%	0%	44%[activator]	i	41%[activator]	-8%	·	9%	NC(=O)C1CCN(C(=O)C2CC(=O)N(c3ccc4c(c3)OCCO4)C2)CC1 (stereo unspecified)
-11%[59 µM]	-3%	-1%	0%	9%	51%[activator]	8%	1%	-1%	COc1ccccc1NC(=O)N1CCCC1C(=O)NC1CCCCC1 (stereo unspecified)
-19%	-18%	1%	15%	0%	8%	7%	-6%	-9%	Cc1ccc2[nH]cc(CCNC(=O)c3ccc4c(c3)OCO4)c2c1
?	50µM*	?	-12%	0%	-8%	19%	0%	-27%	CCc1ccc(/C=C2/SC(=S)N(CCCC(=O)Nc3ccccc3C(=O)O)C2=O)cc1
19%[59 µM]	?	1%	-3%	-2%	2%	15%	-15%	-29%	CCc1cccc2c(/C=N/NC(=O)c3cccc(S(=O)(=O)Nc4ccccc4Cl)c3)c[nH]c12
7%[12.7 µM]	-23%	31%[activator]	10%	-14%	48%[activator]	-21%	-13%	-15%	N#CCC(=O)Nc1ccc(C(=O)NCc2cccc(Cl)c2)cc1
5%[59 µM]	-16%	3%	28%	-9%	-18%	-2%	-2%	-3%	Cn1c(C(=O)NCCc2ccccc2)cc2c(=O)n3ccccc3nc21
-12%[0.501 µM]	-29%	-5%	-17%	2%	-8%	13%	-9%	-35%	O=C(NCc1ccco1)c1c(F)c(F)c(F)c(C(=O)NCc2ccco2)c1F
-6%[59 µM]	-8%	0%	17%	-7%	45%	15%	4%	0%	CC(C)OCCCNC(=O)CCC(=O)NNc1nc2ccccc2c2nc(-c3ccccc3)nn12
·	-7%	-1%	?	-2%	25%	4%	-1%	-6%	Cc1cc(NC(=O)c2ccccc2)nc(C)n1
?	1%	-9%	94%[activator]	i	6%	4%	-3%	-36%	COC(=O)c1c(NC(=O)C2C3CCC(C3)C2C(=O)O)sc2c1CCCCC2 (stereo unspecified)
11%	3%	-1%	20%	-15%	26%	0%	0%	-14%	CC(=O)N/N=C(\C)c1cccc(C(F)(F)F)c1
32%	-12%	-10%	0%	0%	39%[activator]	0%	-6%	3%	CC(=O)c1cccc(N(CC(=O)NC2CCCC2)C(=O)c2csnn2)c1
10%[59 µM]	-8%	-3%	28%	-4%	-26%	2%	-1%	-2%	Cc1cc(C)cc(-n2ccn3cnnc3c2=O)c1
-2%	-14%	-1%	29%	5%	27%	0%	-3%	-21%	O=C(CCc1nc2ccccc2c(=O)[nH]1)N1CCN(c2ccc(F)cc2)CC1
4%	-10%	-8%	-7%	-7%	12%	5%	·	11%	COc1cccc(CC(=O)OCC(=O)N(C)CC(=O)Nc2ccc(Cl)c(C(F)(F)F)c2)c1
5%[12.7 µM]	-8%	-11%	10%	0%	36%	2%	-5%	-29%	CCN(CC)C(=O)Cn1nc(-c2ccccc2O)nc1SCC(=O)Nc1ccc(OC)cc1
0%[59 µM]	-6%	-5%	27%	i	40%[activator]	4%	-8%	1%	CCN(Cc1ccccc1)C(=O)Cn1c(=O)n(-c2ccc(F)c(Cl)c2)c(=O)c2sc3ccccc3c21
1%	-21%	-3%	10%	7%	29%	0%	-1%	-13%	C=CCN(C(=O)CNC(=O)c1cccs1)C(C(=O)NC1CCCCC1)c1cccnc1 (stereo unspecified)
38%[activator][12.7 µM]	-17%[57.1 µM]	7%	50%[activator]	i	-8%	-13%	-2%	-21%	CCOc1ccc(C(C)=O)cc1CSc1nc2nc(C)cc(C)n2n1
-11%[59 µM]	-1%	-4%	28%	i	25%	0%	1%	22%	COc1ccccc1N1CCN(CC(=O)Nc2c(C)n[nH]c2C)CC1
7%[59 µM]	4%	0%	13%	·	35%	-1%	-3%	-30%	CS(=O)(=O)N1CCC(C(=O)Nc2ccccc2F)CC1
-6%[59 µM]	-24%	-7%	13%	-3%	5%	1%	7%	-32%	CCC12C(=O)C(CC)(C(c3ccccc3)=C1c1ccccc1)[C@@H]1C(=O)N(c3ccc(C)cc3)C(=O)C12 (stereo partly specified)
1%[2.33 µM]	-32%	-4%	49%[activator]	-4%	14%	5%	-6%	?	Cc1ccc(CNC(=O)Nc2ccccc2)n1C
·	-21%	1%	17%	i	55%[activator]	-3%	-5%	-2%	COc1ccccc1CNC(=O)c1cc(S(=O)(=O)N2CCCCC2)c[nH]1
40µM*	-18%	-10%	36%[activator]	0%	16%	5%	·	7%	Cc1nc(C)c(C(=O)OCC(=O)NCCc2ccc(F)cc2)s1
10%	-17%	0%	135%[activator]	-9%	34%	-2%	-1%	-4%	Cc1cc(C)cc(N=Cc2c(O)c3ccccc3oc2=O)c1
25µM*	-27%	46%[activator]	215%[activator]	-10%	4%	-2%	-25%	?	O=C(CCCN1C(=O)/C(=C\c2ccco2)SC1=S)Nc1ccc2ccccc2c1
9%[59 µM]	-13%[57.1 µM]	-1%	1%	6%	65%[activator]	6%	-6%	0%	O=C(c1cccc(F)c1)N1CCN(c2cccc(Cl)c2)CC1
18%[0.501 µM]	5%&-5%	-2%&13%	29%&8%	-2%&-12%	4%&30%	-8%&-7%	-3%&-3%	-5%&1%	Cc1c(Cl)cccc1NC(=O)CC1Oc2ccccc2NC1=O (stereo unspecified)
-9%[59 µM]	-1%	-9%	-10%	·	30%	5%	-2%	22%	COC(=O)c1ccc(CSc2nnc3ccccn23)o1
-6%[59 µM]	-26%	-6%	-30%	4%	16%	-8%	1%	-25%	Cc1ccccc1C(=O)Nc1nc2nc(C)c(C)c(=O)n2[nH]1
-10%[59 µM]	-13%	2%	-3%	i	15%	11%	-3%	-7%	COCCCn1c(SCC(=O)N2CC(=O)Nc3ccccc32)nnc1-c1ccoc1C
?	-30%	4%	-16%	-3%	2%	-2%	·	50µM*	Cc1cc(C(=O)COC(=O)Cc2ccc(Br)cc2)c(C)n1C
21%[59 µM]	-11%	3%	5%	i	23%	8%	-1%	4%	O=C(NC(NC(=O)c1ccccc1)c1cccc([N+](=O)[O-])c1)c1ccccc1
7%[59 µM]	-17%	1%	-1%	-8%	14%	-4%	-12%	4%	CCNC(=O)c1c(NC(=O)c2cc(-c3cc(C)ccc3O)n[nH]2)sc2c1CCCC2
28%[2.33 µM]	-23%	0%	14%	-8%	15%	7%	-2%	-36%	Cc1ccnc(NC(=O)C2CCN(S(=O)(=O)c3cccc4nonc34)CC2)c1
5.6µM*	45µM*	-5%	28%	-5%	?	9%	-10%	4.5µM*	CC1CCN(C2=C(NS(=O)(=O)c3ccc(Cl)cc3)C(=O)c3ccccc3C2=O)CC1
·	164%[activator]	17%	36%	-2%	428%[activator]	-4%	-7%	36%[activator]	COc1ccc(/C=C/c2c(-c3ccc(OC)cc3)oc3cccnc23)cc1
18µM*	?	16%	-6%	3%	15%	24%	-1%	·	CCN(CCCNC(=O)CSc1cc(=O)n(C)c2cc(Cl)ccc12)c1cccc(C)c1
3%	-9%	-3%	22%	-7%	34%	-9%	-1%	0%	Cc1nnc(NC(=O)c2ccc(S(=O)(=O)C(F)F)cc2)s1
?	?	14%	?	14%	16%	2%	-2%	-19%[57.1 µM]	CCCNC(=O)c1ccc(N2CCC3(CC2)CC(c2ccccc2)=NO3)c(NC(=O)c2ccc(Br)cc2)c1
·	?	1%	11%	0%	4%	8%	-5%	?	Cc1ccc(-c2[nH]ncc2CN2CCN(C(=O)c3cccs3)CC2)cc1C

Two records drawn at random from the list so far:
G9a block	JMJD2A Tudor inh	Pin1 inh	Pol iota inh	PGK inhibitor	HP1b chromo inh	GLS inh	BLM helicase inh	BAZ2B block	SMILES
-11%[59 µM]	-1%	-4%	28%	i	25%	0%	1%	22%	COc1ccccc1N1CCN(CC(=O)Nc2c(C)n[nH]c2C)CC1
28%[2.33 µM]	-23%	0%	14%	-8%	15%	7%	-2%	-36%	Cc1ccnc(NC(=O)C2CCN(S(=O)(=O)c3cccc4nonc34)CC2)c1

These rows are one share of the data (hit frequency here may not be typical).
